GAA inhib – alpha-glucosidase (human) inhibition | 200,000 compounds, 0.005% hits | purified human GAA, 4-MU-alpha-glucoside fluorescence | P10253 | AID 1466 | Potency, µM (doses to about 76.9 µM), for the others: at the highest dose activity change, negative = inhibition, most hits filed as inhibitors;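 also: plate controls were uninhibited enzyme wells for no effect and no-enzyme background for full effect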
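qHTS format, compound range up to 77 uM. Human lysosomal enzyme at 4 nM, 400 uM 4-MU glucoside substrate, pH 5.0, 20 min room temperature; fluorescence after alkaline stop gives activity normalized to controls.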
NPSR antagonist – antagonists of human neuropeptide S receptor cAMP signaling; Q6W5P4; CHO-NPSR cells, cAMP TR-FRET, antagonist mode; Potency, µM (titrated, usually from 38.3 µM), without a hit: top-dose activity change, negative = inhibition, actives largely listed as inhibitors; 220,000 compounds, 1% hits; AID 1461; also: % is scaled to controls: 0 for no effect and ±100 for the full control effect; nearly all actives have a fitted effect of over 50% in size; many of its hits are not listed in these tables
Target sequence (Q6W5P4 whole entry, looked up): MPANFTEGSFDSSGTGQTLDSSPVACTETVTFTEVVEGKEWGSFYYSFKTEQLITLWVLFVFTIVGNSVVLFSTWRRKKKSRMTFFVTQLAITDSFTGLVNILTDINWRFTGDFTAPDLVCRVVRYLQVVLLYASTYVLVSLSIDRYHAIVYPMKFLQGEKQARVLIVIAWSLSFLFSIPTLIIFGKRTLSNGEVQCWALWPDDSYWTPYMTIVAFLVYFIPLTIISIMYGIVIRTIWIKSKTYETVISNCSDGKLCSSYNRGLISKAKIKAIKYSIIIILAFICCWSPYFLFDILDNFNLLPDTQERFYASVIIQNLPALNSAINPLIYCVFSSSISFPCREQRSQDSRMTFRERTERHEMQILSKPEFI
aGal spleen mod – alpha-galactosidase A (human) modulation | P06280 | human spleen homogenate, 4MU-alpha-Gal fluorescence, 40 min | Potency, µM (series often up to 80 µM), without a hit: at the highest dose activity change, negative = inhibition, actives largely listed as inhibitors | 240,000 compounds, 0.008% hits | AID 2107;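 also: 0% = enzyme with vehicle and -100% = no enzyme basal signal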
Target sequence (P06280 32-429 limits assumed): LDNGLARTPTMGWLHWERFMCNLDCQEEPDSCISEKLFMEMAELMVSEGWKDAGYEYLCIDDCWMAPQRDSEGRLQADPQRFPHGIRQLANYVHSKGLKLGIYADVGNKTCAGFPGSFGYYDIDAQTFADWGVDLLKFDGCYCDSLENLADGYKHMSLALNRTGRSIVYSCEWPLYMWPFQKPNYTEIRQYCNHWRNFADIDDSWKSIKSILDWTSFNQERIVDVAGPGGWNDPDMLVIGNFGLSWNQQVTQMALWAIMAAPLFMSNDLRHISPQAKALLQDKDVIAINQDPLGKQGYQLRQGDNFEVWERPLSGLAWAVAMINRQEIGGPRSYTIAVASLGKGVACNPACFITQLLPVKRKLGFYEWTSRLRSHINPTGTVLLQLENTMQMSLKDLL
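Fluorogenic readout (Ex 365/Em 440 nm) of 4-methylumbelliferone released from 1 mM 4-MU-alpha-galactoside by spleen homogenate, 40 min at 37C, pH 5.0. Data normalized to no-enzyme and enzyme controls; Hill-equation AC50 from compound titrations.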
GAA glycogen – alters human alpha-glucosidase cleavage of glycogen. P10253. recombinant GAA, glycogen substrate, Amplex Red glucose oxidase fluorescence. Potency, µM (titrated, usually from 76.4 µM), without a hit: top-dose activity change, negative = inhibition, most hits filed as inhibitors. 300,000 compounds, 0.38% hits. AID 2100;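 also: 0% = full enzyme reaction and -100% = no-enzyme basal signal; the screen sought inhibitors and activators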
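Recombinant human alpha-glucosidase (4 nM final) hydrolysed bovine liver glycogen (30 ug) for 40 min at 37 C in pH 5.0 citrate/phosphate with 0.01% Tween-20. Released glucose detected by glucose oxidase/Amplex Red, Ex 573/Em 610 nm. Compounds up to 77 uM; AC50 from Hill fits.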
Epigenetic derep – regulators of epigenetic silencing causing reporter derepression in mouse cells. murine LDR cells, GFP reporter derepression, 30 h. Potency, µM (titrated, usually from 53.9 µM), inactives show top-dose GFP activation, actives largely listed as activators. 280,000 compounds, 0.2% hits. AID 1865; also: % of control where 0% means no effect; nearly all actives have a fitted effect of over 60% in size
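GFP-positive cell count by laser-scanning cytometry (objects 20–120 um) after 30 h, 37 C compound exposure of murine LDR cells; reporter is CMV-GFP integrated at a silenced locus, inducible by HDAC or DNMT inhibitors.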
Tau fluor counter – counter-screen for tau fibril formation inhibitors; 280,000 compounds, 0.93% hits; Potency, µM (top dose mostly 57.7 µM), inactives show at the top dose activity change, negative = decrease; AID 1463; tau K18 P301L (four-repeat tau fragment) Alexa594 fluorescence, heparin fibrillization; also: % is scaled to controls: 0 for no effect and ±100 for the full control effect; nearly all actives have a fitted effect of over 55% in size
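Human K18 P301L tau (15 uM unlabeled plus 0.24 uM Alexa 594-labeled, final) in 100 mM sodium acetate pH 7 was mixed with compound and 20 uM heparin and incubated 6 hr at 37 C.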
aGlu spleen mod – inhibits or activates alpha-glucosidase in human spleen homogenate. AID 2112. P10253. 240,000 compounds, 0.006% hits. Potency, µM (top dose mostly 79.9 µM), inactives show at the highest dose activity change, negative = inhibition, most hits filed as inhibitors. human spleen homogenate, 4-MU-alpha-glucoside fluorescence;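 also: 0% = enzyme with vehicle and -100% = no enzyme basal signal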
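Human spleen homogenate (1 ug) incubated with compounds and 1 mM 4-methylumbelliferyl-alpha-D-glucopyranoside in pH 5.0 citrate/phosphate buffer, 37 C, 40 min. Stopped at pH 10; 4-MU fluorescence (Ex 365/Em 440 nm); AC50 by Hill fit.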
ALDH1A1 inh – blocks purified human ALDH1A1 activity | P00352 | Purified ALDH1A1, NADH fluorescence, propionaldehyde substrate | Potency, µM (top dose mostly 75.3 µM), without a hit: at the top dose activity, negative = inhibition, actives largely listed as inhibitors | 220,000 compounds, 7.3% hits | AID 1030; active = well fitted inhibition curve with a large enough effect, not every such curve was filed as active; inconclusive = small, poorly fitted or top-dose-only effect, or another doubt; inactive = no such curve, though single readings can be large or run the other way;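 also: plate controls were no enzyme wells and a reference inhibitor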
The depositor's hits bear a star; ? = inconclusive; . = no result given; & = joins results of further samples; [ ] = dose if it differs, or a comment. Unless noted, calls follow the shape of the dose curve; as a rule, active = well fitted curve in the direction sought with a large enough effect; inconclusive = small, poorly fitted or top-dose-only effect, or another doubt; inactive = no such curve, though single readings can be large; an effect the other way counts as inactive or inconclusive. Potency is read from the fitted curve at half-maximal effect.

A first look, two compounds:
No.	Compound	aGal spleen mod	ALDH1A1 inh	aGlu spleen mod	GAA glycogen	GAA inhib	Tau fluor counter	Epigenetic derep	NPSR antagonist
1	COCc1ccc(CN2CCCC(CO)(Cc3cccc(OC)c3)C2)o1 (stereo unspecified)	-10%	.	-4%	-6%	.	-10%	0.1%	46%
2	Cc1ccc(C)c(-n2c(SCC(=O)N3CCCC3)nnc2-c2ccccn2)c1	-15%	0%	-1%	7%	-6%	-1%	-1.9%	-2%[46.1 µM]

Main list, previewed entries included:
No.	Compound	aGal spleen mod	ALDH1A1 inh	aGlu spleen mod	GAA glycogen	GAA inhib	Tau fluor counter	Epigenetic derep	NPSR antagonist
1	COCc1ccc(CN2CCCC(CO)(Cc3cccc(OC)c3)C2)o1 (stereo unspecified)	-10%	.	-4%	-6%	.	-10%	0.1%	46%
2	Cc1ccc(C)c(-n2c(SCC(=O)N3CCCC3)nnc2-c2ccccn2)c1	-15%	0%	-1%	7%	-6%	-1%	-1.9%	-2%[46.1 µM]
3	O=c1c2cc3c(cc2[nH]c(=S)n1CCN1CCOCC1)OCO3	6%	5%	-5%	8%	-13%	6%	-1.1%	-8%[46.1 µM]
4	CCN(CC)C(=S)Nc1ccc(OC)cc1	2%	9%	1%	7%	3%	4%	0.0%	6%
5	CCN(CC)C(=O)Cn1c(=O)n(-c2ccccc2)c(=O)n1CC(=O)N(CC)CC	0%	6%	-5%	8%	-3%	2%	-2.7%	-17%[46.1 µM]
6	COc1ccc(-c2c(N)nnc3c2[nH]c2ccccc23)cc1OC	11%	-7%	2%	5%	-2%	-24%	0.0%	-7%[46.1 µM]
7	COc1ccccc1NC(=S)N=Nc1c(O)[nH]c2ccc(Br)cc12	-2%	13%	-6%	-1%	-14%	?	?	-8%
8	Nc1cccc(Cl)c1N1CCOCC1	1%	-4%	0%	2%	2%	6%	-2.2%	0%[46.1 µM]
9	COc1cc(C(CC(=O)N2CCN(c3ccccc3)CC2)c2c(OC)cc(OC)c3ccc(=O)oc23)cc(OC)c1OC (stereo unspecified)	3%&-9%	.	-12%&0%	4%	.	-26%	-1.7%	-32%
10	Cc1ccc(NC(=O)COC(=O)CNC(=O)c2ccc(Br)cc2)c(C)c1	-4%	?	-7%	8%	5%	-13%	1.0%	2%
11	Cc1c(/C=N/NC(N)=O)c2ccccn2c1C(=O)c1ccncc1	-5%	0%	2%	-5%	-11%[15.4 µM]	-13%	1.6%	46%
12	CC(C)(C)C(=O)/C(=C\c1ccc([N+](=O)[O-])cc1)n1cncn1	2%	-11%	-2%	6%	1%	-16%	-1.1%	-10%[46.1 µM]
13	CCOC(=O)N/N=C(\C)c1ccccc1OC(F)F	1%	15%	3%	-10%	4%	-6%	-2.1%	10%
14	O=C(c1ccccc1)N(Cc1nc2ccccc2c(=O)[nH]1)C1CCCCC1	7%	3.5µM*	-22%	2%	8%	-13%	-2.8%	7%
15	O=C(c1ccc(Cl)c(Cl)c1)N1CCC(=O)N(C(COCc2cccc(Cl)c2)Cc2ccccc2)CC1 (stereo unspecified)	-2%	?	-2%	-5%	5%	-4%	-0.1%	-49%
16	Cc1ccccc1C(=O)NC1CCN(Cc2nnnn2Cc2ccc(F)cc2)CC1	1%	?	0%	-10%	-10%	2%	7.3%	-10%[46.1 µM]
17	CC(NC(=O)C(=O)NN=C1CCCCCCC1)c1ccccc1 (stereo unspecified)	-1%	10%	4%	-8%	7%	-2%	-0.9%	-4%[46.1 µM]
18	COc1ccc(-c2csc(-c3[nH]cnc3N)n2)cc1	-2%	7.1µM*	-2%	1%	-12%	16µM*[quencher]	0.1%	-12%
19	COCCn1c(SCC(=O)Nc2ccc3[nH]c(=O)[nH]c3c2)nc2ccccc2c1=O	0%	.	-2%	-11%	.	-7%	-1.4%	-1%
20	O=C(COC(=O)c1ccccc1NCc1ccco1)Nc1ccc2c(c1)OCO2	?	?	6%	-1%	?	?	0.3%	1%[46.1 µM]
21	Cn1c(SCC#N)nnc1-c1cccnc1	-4%	3%	6%	10%	-2%	11%	-2.2%	5%
22	O=C(c1cc(COc2c(F)cccc2F)on1)N1CCC(c2ccccc2Cl)C1 (stereo unspecified)	14%	?	11%	-7%	-9%	-3%	-7.3%	23%
23	COc1ccc(/C=C/C(=O)O)cc1S(=O)(=O)NCc1ccccc1	-1%	.	4%	-3%	.	-14%	1.8%	56%
24	C=CCn1c(NCc2ccccc2)nc2ccccc21	2%	5%	-4%	0%	5%	-4%	5.1%	-4%[46.1 µM]
25	Fc1ccccc1Cc1ccc(Cl)nn1	4%	-3%	5%	15%	5%	7%	1.1%	5%
26	Cc1ccc(CNC(=O)c2ccc[nH]2)cc1	0%	9%	-22%	-3%	13%	-5%	-1.9%[10.1 µM]	9%
27	COc1ccc(N(C(=O)c2cccnc2)S(=O)(=O)c2ccccc2)cc1	-10%	?	-5%	5%	?	-10%	-3.1%	10%
28	CCCN(CCC)CC(=O)Nc1cccc2c1OCO2	-6%	-2%	-1%	3%	4%	-12%	-2.9%	-5%[46.1 µM]
29	COc1n[nH]c(C(=O)Nc2cc(F)ccc2C)c1[N+](=O)[O-]	-3%	-4%	1%	3%	-1%	1%	-3.2%	-19%
30	CCOC(=O)C1(CC2CCCCO2)CCN(C(=O)Nc2ccc(SC)cc2)CC1 (stereo unspecified)	-4%	?	-2%	1%	-9%	?	-2.0%	11%
31	CC(C)(C)C(=O)OC/C(N)=N/OC(=O)c1ccc(Cl)c(Cl)c1	-7%	-7%	-4%	-3%	-11%	-9%	-2.0%	-11%
32	CC(C)(C)c1ccc(OCCCC(=O)NC2=NCCS2)cc1	10%	-5%	0%	?	3%	-24%	-4.8%	-10%[46.1 µM]
33	CCOC(=O)CN(C(=O)CSc1nnc(C)n1-c1ccccc1)c1cccc([N+](=O)[O-])c1	3%	6%	-3%	4%	-2%	-8%	-1.0%	-19%[46.1 µM]
34	C/C=C/C(=O)Nc1nnc(C(C)C)s1	-4%	?	-1%	6%	-3%	3%	-1.1%	-10%[46.1 µM]
35	CC(=O)OCC1=C(C(=O)O)N2C(=O)C(NC(=O)c3ccc(COc4cccc(Cl)c4Cl)o3)C2SC1 (stereo unspecified)	-2%	?	.	0%	-6%	-15%	-1.4%	13%
36	Cc1ccc(/C=C/C2=NN(C)C(=O)CC2)cc1	-13%	-2%	5%	6%	-6%	3%	-1.5%	0%
37	Cc1ccc(S(=O)(=O)Nc2nc3n(n2)C(c2ccc(Cl)cc2)CC(=O)N3)cc1 (stereo unspecified)	8%	-3%	12%	5%	0%	-7%	-1.0%	3%[46.1 µM]
38	O=C(C1=C[C@@H](c2ccc(C(F)(F)F)cc2)C[C@@H](OCCCCO)O1)N1CCN(Cc2ccc3c(c2)OCO3)CC1	9%	-4%	-8%	-7%	.	-5%	-1.5%	?
39	CC1CC(C)CN(S(=O)(=O)N2CCC(C(=O)NCCC3=CCCCC3)CC2)C1 (stereo unspecified)	-12%	15%	-4%	8%	3%	-5%	-1.5%	-4%
40	Cc1ccc(Nc2nc3ccccc3[nH]2)nc1	-4%	5%	4%	1%	-1%	-16%	9.0%	-4%[46.1 µM]

As entered above.
For NPSR antagonist, Cc1ccc(S(=O)(=O)Nc2nc3n(n2)C(c2ccc(Cl)cc2)CC(=O)N3)cc1 (stereo unspecified) reads 3%[46.1 µM]
For aGal spleen mod, Fc1ccccc1Cc1ccc(Cl)nn1 reads 4%

Later entries
No.	Compound	aGal spleen mod	ALDH1A1 inh	aGlu spleen mod	GAA glycogen	GAA inhib	Tau fluor counter	Epigenetic derep	NPSR antagonist
41	O=C(O)c1ccc(CNCc2cccc(Cl)c2Cl)cc1	6%	5%	-16%	-10%	3%	-7%	-1.0%	?
42	NS(=O)(=O)c1ccc(N=Nc2c(O)ccc3ccccc23)cc1	-5%	-3%	0%	-2%	0%	-26%	-0.8%	-1%
43	Cc1cc(Cl)c(S(=O)(=O)N(C)C)cc1OCC(N)=O	5%	9%	6%	10%	0%	3%	1.2%	2%[46.1 µM]
44	O=[N+]([O-])c1cc(C(F)(F)F)ccc1-n1nnc2ccccc21	-3%	8%	-15%	1%	5%	-19%	0.0%	5%[46.1 µM]
45	CCOc1ccc(CNC23CN4CN(CN(C4)C2)C3)cc1	-1%	9%	-1%	12%	-3%	10%	-2.6%	1%[46.1 µM]
46	O=C(Oc1c(CN2CCOCC2)cc(Cl)c2cccnc12)c1ccc(F)cc1	2%	?	-1%	-4%	-2%	5%	?	5µM*
47	COc1ccc2[nH]c3c(=O)n(CCc4ccccc4)cnc3c2c1	8%	.	-8%	4%	.	-11%	0.0%	-4%
48	COc1ccc(N(C)S(=O)(=O)c2cccc(C(=O)Nc3ccc(-n4cnnn4)cc3)c2)cc1	-8%	-2%	-14%	7%	?	?	0.0%	?
49	CC(=O)Nc1ccc(C2Nc3ccccc3C(=O)N2C2CCCCC2)cc1 (stereo unspecified)	10%	?	6%	2%	-3%	-11%	-2.7%	-5%[46.1 µM]
50	O=c1cc(NS(=O)(=O)c2ccccc2)nc(SCc2ccc(Cl)cc2)[nH]1	6%	3%	1%	7%	10%	-1%	5.3%	19%
51	Cc1nc2ccc(Cl)cn2c1C(=O)NN	-2%	2µM*	1%	?	-2%	-10%	-1.8%	-18%
52	CSc1ccc(/C=C/C(=O)N2CCCN(C)CC2)cc1	-2%	?	-1%	-11%	-2%	-9%	2.6%	9%
53	Cc1ccccc1NC(=O)c1cnn(-c2ccccc2)c1NC(=O)c1ccco1	2%	-4%	4%	-8%	-2%	-1%	0.4%	-23%[46.1 µM]
54	O=C(/C=C/c1c[nH]c2ccccc12)c1ccccc1	11%	3.2µM*	6%	-8%	11%	0%	1.6%	-19%
55	O=C(NN=C1C2CC3CC1CC(Cl)(C3)C2)c1cccs1	5%	3.2µM*	5%	-18%	2%	4%	-2.1%	8%
56	O=C(c1ccc2c(=O)n3c(nc2c1)CCCCC3)N1CCN(c2ccc(F)cc2)CC1	7%	?	7%	-4%	3%[15.4 µM]	-13%	1.2%	22%
57	CN(CC(=O)O)S(=O)(=O)c1ccc2c(c1)NC(=O)CC(=O)N2	-18%	3%	-8%	1%	-6%	3%	7.1%	5%

A portion of the library; count on the stated rates, not on these rows.
